# TEAD-YAP inh = TEAD-YAP interaction inhibition; HEK-TIYL cells, TEAD-Gal4/YAP UAS-luciferase luminescence; inhibition, % at 9.12 µM; hit rate 1.4% among 640,000; AID 1259422; in the data active means inhibition above about 32%;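 further: 0% = median of test compound wells and 100% = reference inhibitor wells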
# FBW7 act = activators of human E3 ligase FBW7. Q969H0. AlphaScreen FBW7–phospho-cyclin E peptide binding, activator screen. normalized activity (activation), % at 26.1 µM. hit rate 0.13% among 650,000. AID 1259310; in the data active means normalized activity above about 1.9%;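 further: purified mutant Fbw7 with reduced substrate affinity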
# MITF primary = human MITF inhibition, primary screen; inhibition, % at 2.6 µM; AID 1259374; AlphaScreen MITF homodimerization, bead proximity signal; hit rate 0.91% among 650,000; in the data active means inhibition above about 50%;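 further: 0% = vehicle wells with protein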
# Target sequence (O75030 whole entry, looked up): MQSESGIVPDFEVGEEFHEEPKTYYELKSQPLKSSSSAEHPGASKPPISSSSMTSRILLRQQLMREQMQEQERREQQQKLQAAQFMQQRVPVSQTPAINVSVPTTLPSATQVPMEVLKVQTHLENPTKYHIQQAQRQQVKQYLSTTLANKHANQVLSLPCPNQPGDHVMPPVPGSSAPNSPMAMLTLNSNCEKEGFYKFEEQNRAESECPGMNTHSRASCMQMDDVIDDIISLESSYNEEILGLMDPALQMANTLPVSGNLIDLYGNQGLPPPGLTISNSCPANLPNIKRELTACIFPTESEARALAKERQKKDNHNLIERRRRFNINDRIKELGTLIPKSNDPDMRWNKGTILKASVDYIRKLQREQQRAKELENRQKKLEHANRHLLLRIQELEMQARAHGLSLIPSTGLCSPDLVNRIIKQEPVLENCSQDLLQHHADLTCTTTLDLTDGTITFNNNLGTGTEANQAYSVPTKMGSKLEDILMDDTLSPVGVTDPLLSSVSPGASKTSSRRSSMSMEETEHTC
# GPR151 activ = human GPR151 activation; PathHunter beta-arrestin GPR151 cells, luminescence; activation, % at 11.2 µM; hit rate 1% among 650,000; AID 1508602; in the data active means activation above about 4.9%;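 further: 0% = median of compound wells and 100% = cells with positive control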
# Target sequence (Q8TDV0 whole entry, looked up): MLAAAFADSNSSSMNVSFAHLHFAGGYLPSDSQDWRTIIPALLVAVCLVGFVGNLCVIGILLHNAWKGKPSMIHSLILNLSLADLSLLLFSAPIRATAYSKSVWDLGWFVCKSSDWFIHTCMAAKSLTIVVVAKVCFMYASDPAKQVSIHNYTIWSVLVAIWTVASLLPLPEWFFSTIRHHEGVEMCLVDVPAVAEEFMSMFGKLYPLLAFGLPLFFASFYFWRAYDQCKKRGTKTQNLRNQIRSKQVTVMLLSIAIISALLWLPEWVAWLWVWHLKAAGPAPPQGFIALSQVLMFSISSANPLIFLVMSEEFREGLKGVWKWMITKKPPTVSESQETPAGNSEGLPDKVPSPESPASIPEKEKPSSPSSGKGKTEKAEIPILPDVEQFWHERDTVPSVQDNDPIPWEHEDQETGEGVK
# * hit, by the source's call; & = joins results of further samples.
SMILES,TEAD-YAP inh,FBW7 act,MITF primary,GPR151 activ
CCOc1ccc(-n2cc(-c3ccccc3)c3c(NCCCN(C)C)ncnc32)cc1,-2.6,0.5,21.2,0.8
O=C1CCC(CCC(=O)N2CCCC(c3ccccc3)CC2)(Cc2ccc3c(c2)OCO3)N1 (centres undefined),3.5,0.1,0.1,-0.3
COc1ccc(Cl)cc1NC(=O)Cc1cn(C)c2ccccc12,-4.8,-0.2,-0.4,1.3
CCOC(=O)c1sc2nc(C)n(CC(=O)Nc3ccc(OC)cc3OC)c(=O)c2c1C,7.7,0.1,4.3,0.1
CC(C)(C)C1=NN(CC(=O)NCCn2cccn2)C(=O)c2cc3ccccc3n2C1,-0.4,0.1,19.9,0.2
C=CCNc1nc(-c2c(C)nc3sccn23)cs1,-13.4,-0.1,3.9,1.5
Cc1ccc(CNC(=O)c2oc3ccc(S(=O)(=O)N4CCOCC4)cc3c2C)cc1,23.3,0.1,-18.1,1.9
Cc1cc(OCC(=O)Nc2ccccc2C(=O)O)ccc1C(C)C,-26.6,0.0,16.4,-0.6
COc1ccc(Cl)c2sc(NC(=O)c3ccco3)nc12,4.5,2.1*,0.2,2.6
CC(C)C(=O)N1CCN(c2ccc(N)cc2)CC1,-9.6,-0.5,18.8,-0.6
CCCn1cc(SCC(=O)Nc2nnc(C)s2)c2ccccc21,5.8,-0.2,7.9,1.5
FC(F)Oc1ccc(NC(=S)NCc2ccco2)cc1,1.4,0.6,6.5,1.8
CC(=O)N1CCOc2cc(S(=O)(=O)N(CCC(C)C)C(C)c3ccco3)ccc21 (centres undefined),-4.4,0.7,3.8,-1.1
COc1ccccc1OCCOCCN1CCCC(C)C1 (centres undefined),13.0,-0.1,49.0,-0.6
COc1ccc2c(C)cc(SCC(=O)Nc3cc(C)ccc3C)nc2c1,3.6,0.2,9.1,2.8
Cc1cc(C(F)(F)F)c2c(N)c(C(=O)c3ccc(C(=O)c4sc5nc(C)cc(C(F)(F)F)c5c4N)cc3)sc2n1,5.2,0.0,-1.1,0.3
NC(=O)c1sc(=S)n(-c2ccc(Cl)cc2)c1N,-24.9,-0.2,4.6,-0.1
CC1(C)CC2CC(C)(CN2C(=O)C2CC(c3ccc(Cl)cc3)=NO2)C1 (centres undefined),1.9,-0.4,-6.0,2.9
Cc1ccc(NC(=O)NCc2ccc(C#N)cc2)cc1Cl,4.8,1.2,11.6,2.0
O=C(Nc1ccc(Cl)cc1Cl)c1ccc(C(=O)Nc2ccc(Cl)cc2Cl)nc1,2.0,-0.1,-4.0,0.1
CCOC(=O)C1=C(C)N=c2s/c(=C\c3ccc(-c4cccc(C(=O)O)c4)o3)c(=O)n2C1c1cccs1 (centres undefined),-5.3,0.1,19.9,0.3
CC(C)(C)C(=O)N1CCN(c2ccc(F)cc2)CC1,4.8,0.0,-4.6,0.2
CC(C(=O)N1CCCCC1)N(C)CC(=O)Nc1ccc(F)c(F)c1F (centres undefined),5.7,-0.1,68.7*,0.0
O=C(NCc1ccc2c(c1)OCO2)c1ccccc1I,10.7,0.6,5.5,1.0
O=C(c1cc2ccccc2oc1=O)N(Cc1ccco1)C1CCS(=O)(=O)C1 (centres undefined),-29.8,-0.2,8.2,-0.1
Cc1c(Cl)cccc1NC(=O)c1sc2ccccc2c1Cl,-15.9,0.0,-0.6,0.8
CC[C@H](C)[C@@H]1NC(=O)[C@@H]2C[C@H](NCc3ccc(OCCN(C)C)cc3)CN2C1=O,1.5,-0.2,8.9,0.6
Oc1ccc2cc(-c3nc(-c4ccc(Br)cc4)cs3)c(=Nc3ccc(Br)cc3)oc2c1,11.9,0.1,11.9,-0.5
COc1cccc(C(=O)NCc2nnc(SCC(=O)N3N=C(c4cccs4)CC3c3ccc(F)cc3)n2-c2ccccc2OC)c1 (centres undefined),-0.5,-0.3,-6.7,-0.3
O=C(COCC(=O)N/N=C/c1cccs1)N/N=C\c1cccs1,-16.3,0.3,1.9,1.2
O=C1CC(c2cccc(I)c2)c2ccc3ccccc3c2N1 (centres undefined),0.5,0.3,12.3,-1.5
COc1ccc(CCNC(=S)Nc2ccc(C(=O)N3CCOCC3)cc2)cc1OC,10.5,0.2,3.2,2.3
O=Cc1ccccc1O[C@@H]1O[C@H](CO)[C@H](O)[C@@H](O)[C@H]1O,-0.3,0.0,-10.0,0.2
Cc1cc(NC(=O)c2cnn3c(C(F)F)cc(-c4ccccc4)nc23)no1,-10.0,0.5,14.1,-0.5
C=C(C)CN1C(=O)NC(CC)(C2CCN(CC(C)C)CC2)C1=O (centres undefined),16.1,-0.1,-2.8,0.0
CCOC(=O)CNC(=O)c1ccc(C(=O)NCC(=O)OCC)cc1,2.2,-0.1,14.0,0.6
CN(Cc1ccccc1)C(=O)c1ccc2c(=O)n(-c3ccccc3)c(SCc3cccc([N+](=O)[O-])c3)nc2c1,1.6,-0.1,3.1,-0.6
Cc1cccc(NC(=O)C2C3C=CC(O3)C2C(=O)O)c1 (centres undefined),-1.1,0.0,4.2,0.6
CCOC(=O)c1cccc(NC(=O)CCCN2C(=O)c3ccccc3C2=O)c1,-4.8,-0.3,-9.6,0.5
CCC(Sc1nc2ccccc2[nH]1)C(=O)Nc1ccc(S(N)(=O)=O)cc1 (centres undefined),9.3,-0.1,-8.0,0.4
CCOC(=O)C1=C(C)N=c2s/c(=C\c3ccc(-c4ccc(C)cc4[N+](=O)[O-])o3)c(=O)n2C1c1ccccc1Cl (centres undefined),2.0,-0.1,-1.1,0.1
COC(=O)c1ccc(NC(=O)CC(C)c2ccccc2)cc1 (centres undefined),-6.6,0.2,4.8,1.5
O=C(O)c1cc(NCc2c(F)cccc2Cl)ccc1N1CCOCC1,-0.1,-0.1,-9.6,-0.2
Clc1ccc(C2C3CC=CC3c3cc(Cl)cc4c3N2CC2CC=CC42)cc1 (centres undefined),-2.3,0.3,11.8,-0.1
CCC(C)N(C)Cc1cccc(C2(O)CCN(S(=O)(=O)c3ccc(F)c(C)c3)CC2)c1 (centres undefined),1.5,0.0,1.9,-0.8
COc1ccc(NS(=O)(=O)c2cn(C)c(=O)n(C)c2=O)cc1,-6.7,0.4,16.3,-1.8
Nc1ncc(-c2ccccc2CO)nc1NCc1cccnc1,5.6,0.8,7.0,0.1
COc1ccc(-n2nc3cc(C)c(NC(=O)c4ccc(-c5cccc([N+](=O)[O-])c5)o4)cc3n2)cc1,-8.8,-0.2,-2.5,0.5
C=CCn1c(SCC(=O)c2ccc(C)cc2)nc2sc(CC)cc2c1=O,3.2,-0.1,-0.9,-0.2
Cc1ccc(NC(=O)C23CCC(C2)C(C)(C)C3=O)c(C)c1 (centres undefined),-14.1,0.0,3.1,-1.6
Nc1ncc(Br)cc1S(=O)(=O)NCCC(=O)N1CCCCCC1,13.5,0.3,5.6,1.2
CCN1CCN(C(=O)CN(c2ccc(C)c(C)c2)S(C)(=O)=O)CC1,0.9,0.2,6.6,-1.0
CC(C)C(Nc1ccc(C(F)(F)F)cn1)C(=O)O (centres undefined),-1.4,0.9,19.0,-1.4
COc1ccc(S(=O)(=O)NCCc2c(C)[nH]c3c(C)cccc23)cc1OC,-8.5,-0.1,13.4,0.1
CCOC(=O)C1CCN(C(c2ccccc2)c2sc3nc(C)nn3c2O)CC1 (centres undefined),6.9,0.1,-9.5,-0.1
CC(=O)c1cc(=O)oc2ccc3ccccc3c12,0.6,-0.1,0.7,0.7
Cc1ccc(CCC(=O)N2CCC[C@@H]3CN(C(=O)c4ccncc4)CC[C@H]32)cc1,-2.5,1.0,23.3,-0.8
CCC(NNC(=O)C(O)(c1cccc(C)c1)c1cccc(C)c1)c1cccc(C)c1 (centres undefined),1.8,0.1,-1.2,-0.3
COc1ccc(Cn2c(CCC(=O)Nc3ccccc3OC)nc3cccnc32)cc1,-8.5,-0.1,-6.2,0.1
Cc1ccc(N2CC(O)(c3cccs3)[N+]3=C2CCCC3)cc1 (centres undefined),2.1,-0.1,1.9,0.0

# Going on with the list.
SMILES,TEAD-YAP inh,FBW7 act,MITF primary,GPR151 activ
O=[N+]([O-])c1ccccc1CN1CCN(C2CC3CCC2C3)CC1 (centres undefined),-1.5,-0.1,66.8*,-0.7
O=C(c1cccc2ccccc12)N1CCC(c2ccccc2)C1 (centres undefined),2.7,0.1,16.3,1.3
O=C(CSc1nnc2c3ccccc3n(CCc3ccccc3)c2n1)Nc1ccc(OC(F)(F)F)cc1,25.1,0.0,10.8,0.0
O=C(c1ccc(Br)s1)N(CCN1CCOCC1)c1nc2ccc(F)cc2s1,-48.0,-0.2,9.7,-0.1
CCN(CC)CCSc1nc(O)c(CC(C)C)c(=O)[nH]1,-1.5,-0.1,-2.0,-1.0
C=CCOc1ccccc1CN1CCC2(CCC(CNC(=O)C(C)C)O2)CC1 (centres undefined),-6.6,-0.1,3.4,1.7
O=C(CN1C(=O)CCSc2ccccc21)N1CCN(Cc2ccccc2)CC1,2.0,0.0,-4.8,1.1
Cc1cc(NC(=O)CSc2nnc3n(C)c(=O)c4ccccc4n23)no1,0.1,0.0,2.9,0.1
COc1ccc(-c2nc3scc(CCNC(=O)c4ccco4)n3n2)cc1OC,4.2,-0.1,-8.8,1.2
CCN1CCCC1CNc1ncnc2sc(C(=O)N(C)C)c(C)c12 (centres undefined),-8.5,0.0,-14.8,-1.1
COc1ccc(-c2nc(Nc3ccc(Cl)cc3)c3ccccc3n2)cc1OC,-4.1,-0.1,-3.2,1.8
CCOC(=O)c1oc2ccccc2c1CN1CC(C)OC(C)C1 (centres undefined),-9.2,-0.1,-2.9,0.9
O=C(CCc1nnc(CCCCc2ccccc2)o1)NCCN1CCOC1=O,8.7,0.0,1.0,1.2
CCN1C(=O)c2cccc3c(S(=O)(=O)Nc4ccccc4C(=O)O)ccc1c23,3.1,0.1,14.8,1.7
CCCCNC(=O)CCC(=O)Nc1ccc2nc(N3CCOCC3)cc(C)c2c1,-31.1,-0.1,2.4,0.7
CC(=O)c1ccc(Nc2nccc(-c3ccccc3)n2)cc1,-78.0,0.8,17.9,0.9
c1ccc2c(Nc3nc(NC4CC4)c4ncn(-c5ccsc5)c4n3)nccc2c1,29.7,-0.1,11.0,-2.0
COc1ccc2c(c1)CC(C(=O)Nc1ccc(-c3cn[nH]c3C)cc1N(C)CCN(C)C)CO2 (centres undefined),1.0,0.0,14.6,1.0
Cn1c(C(=O)NCc2ccc3c(c2)OCO3)cc2c(=O)n(C)c3ccccc3c21,4.5,0.0,14.7,2.0
O=C(NC1CCCCC1)c1cc(-c2ccco2)on1,-52.4,0.7,8.2,-2.3

# Reformatted: results already given
SMILES | TEAD-YAP inh | FBW7 act | MITF primary | GPR151 activ
COc1ccc(-c2nc3scc(CCNC(=O)c4ccco4)n3n2)cc1OC | 4.2 | -0.1 | -8.8 | 1.2
CCN1CCCC1CNc1ncnc2sc(C(=O)N(C)C)c(C)c12 (centres undefined) | -8.5 | 0.0 | -14.8 | -1.1
COc1ccc(-c2nc(Nc3ccc(Cl)cc3)c3ccccc3n2)cc1OC | -4.1 | -0.1 | -3.2 | 1.8
CCOC(=O)c1oc2ccccc2c1CN1CC(C)OC(C)C1 (centres undefined) | -9.2 | -0.1 | -2.9 | 0.9
O=C(CCc1nnc(CCCCc2ccccc2)o1)NCCN1CCOC1=O | 8.7 | 0.0 | 1.0 | 1.2

# (further entries)
SMILES,TEAD-YAP inh,FBW7 act,MITF primary,GPR151 activ
Cc1nc2sc(C(c3ccco3)N3CCC(C)CC3)c(O)n2n1 (centres undefined),0.5,-0.2,-9.9,-0.5
COc1cc(C)c(C)cc1S(=O)(=O)NCCc1csc(-c2ccc(Cl)cc2)n1,5.2,-0.1,1.0,1.1
CC1CCC(NC(=O)CCc2nc3cccnc3n2Cc2ccccc2)CC1 (centres undefined),4.8,-0.2,-1.8,-0.3
COc1ccccc1/C=N/NC(=O)c1nonc1N,8.2,0.0,2.9,-1.7
Cc1ccc(/C=C2/C(=O)ON=C2c2ccccc2)c(C)c1,-9.3,0.4,0.2,-0.5
Cc1cccc(-n2nc3c(c2NC(=O)c2cccc(Br)c2)CS(=O)(=O)C3)c1C,0.2,0.0,2.5,1.2
CSc1ccc(/C=C2N=C(/C=C\c3cccc([N+](=O)[O-])c3)OC/2=O)cc1,3.4,0.2,-5.2,-1.9
COCCCN1C(=O)N(c2ccc(F)cc2)C(=O)C1CC(=O)Nc1ccc(OC)cc1 (centres undefined),-1.9,-0.1,-8.8,0.3
CN1C(=O)N(C)C2NC(=O)NNC21 (centres undefined),14.4,0.1,12.0,1.8
Cc1cc(C)c(NC(=O)c2ccc(Br)cc2)c(C)c1NC(=O)c1ccc(Br)cc1,6.5,0.0,14.0,2.3
Cc1c(C(=O)O)oc2ccc(S(=O)(=O)NCc3ccccc3)cc12,-4.0,-0.2,-7.2,-0.5
NC1CCC(C(=O)Nc2cccc3cnccc23)CC1 (centres undefined),-5.4&-4.5,-0.1&0.1,24.9&50.0,-1.4&0.4
CCOc1ccc(CCNC(=O)CSc2ccsc2[N+](=O)[O-])cc1,-3.9,0.2,1.6,0.1
CC1(C(=O)NC2CCCCCCC2)Cc2ccccc2C(=O)N1CCCN1CCOCC1 (centres undefined),2.5,0.0,0.6,1.0
CCOc1cc(C(=O)NCc2n[nH]c(=S)n2-c2ccccc2)cc(OCC)c1OCC,0.0,0.1,-2.9,0.3
COc1ccc2[nH]c3nc(SCC(C)C)nnc3c2c1,6.5,0.2,-5.6,-0.2
Cc1ccccc1/C(N)=N/OC(=O)c1ccc(I)cc1,-5.1,0.1,-3.2,-0.8
CCOC(=O)C1CCN(C(=S)NC2CC2)CC1,-4.4,-0.2,-7.5,0.5

# 2 compounds picked at random from the list so far, as already listed:
SMILES,TEAD-YAP inh,FBW7 act,MITF primary,GPR151 activ
CCOC(=O)C1CCN(C(c2ccccc2)c2sc3nc(C)nn3c2O)CC1 (centres undefined),6.9,0.1,-9.5,-0.1
CCN(CC)CCSc1nc(O)c(CC(C)C)c(=O)[nH]1,-1.5,-0.1,-2.0,-1.0
